FXN GAA850 act = activators of GAA850 frataxin (FXN) promoter | hit rate 0.56% among 360,000 | AID 540364 | HEK293 lucGAA850 FXN promoter luciferase reporter, 24 h; percent of 10 µM SAHA response | activation, % at 6 µM;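 active means activation above the average of all compounds screened plus 3 SD, cutoff fixed separately per campaign, cut at about 7.5% in these data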;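 further: 0% = DMSO wells and 100% = 10 µM SAHA wells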
sPLA2-III inh = Blocks human group III sPLA2 activity; hit rate 0.56% among 370,000; AID 743126; inhibition, % at 12.2 µM; Q9NZ20; QFRET BODIPY PC-A2 liposome hydrolysis, fluorescence;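 active means inhibition above mean plus 3 SD of compounds lying within the high and low control bounds, cut at about 19% in these data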;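 further: 0% = median of test compound wells and 100% = no enzyme DMSO wells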
NPR2 activator = GC-B (human) receptor activation. P20594. HEK293-GC-B cells, CNP EC30, cGMP TR-FRET; 0% at EC30 CNP, 100% saturating CNP. activation, % at 10 µM. hit rate 0.11% among 370,000. AID 1920062;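 active means activation at 10 µM reaching about 35% in either raw or pattern-adjusted values, limit read from the data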
hgDAF-12 ag = hgDAF-12 agonism, primary luciferase screen. HEK293 GAL4-hgDAF12 UAS-luciferase reporter, agonist luminescence; normalized to butyrate control. activation, % at 6.8 µM. hit rate 1.8% among 370,000. AID 687014;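 active means activation above a cutoff set at the mean of all screened compounds plus 3 SD, cut at about 10% in these data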;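 further: 0% = DMSO wells and 100% = sodium butyrate wells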
DAX1 inh-1 = DAX1 (NR0B1) inhibition, primary screen. hit rate 1.1% among 370,000. HEK293T StAR-luciferase reporter, SF-1/DAX-1 repression relief. inhibition, % at 6.8 µM. AID 652010;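 active means inhibition above the mean over all tested compounds plus 3 SD, cut at about 3.6% in these data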;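 further: 0% = DAX-1 cells with DMSO and 100% = cells lacking DAX-1 with DMSO; higher inhibition means more luminescence from relief of DAX-1 repression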
ssDAF-12 act = S. stercoralis DAF-12 activation, primary screen. HEK293 ssDAF-12/GRIP1 lit1-tk-luc reporter, luminescence; % of 3 µM dafachronic acid response. hit rate 1% among 370,000. activation, % at 6.8 µM. AID 652126;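 active means activation above the mean over all tested compounds plus 3 SD, cut at about 0.9% in these data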;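 further: 0% = DMSO-only wells and 100% = 3 µM delta7-dafachronic acid wells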
ADAM10 inh = inhibits human ADAM10. O14672. recombinant ADAM10, EDANS/DABCYL FRET peptide cleavage, 3 h. inhibition, % at 7 µM. hit rate 0.62% among 370,000. AID 720582;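 active means inhibition above a per-campaign cutoff equal to the mean of compounds falling between control-based bounds plus 3 SD, cut at about 20% in these data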;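 further: 0% = DMSO wells while the 100% control is not disclosed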
Target sequence (O14672 214-748 limits assumed): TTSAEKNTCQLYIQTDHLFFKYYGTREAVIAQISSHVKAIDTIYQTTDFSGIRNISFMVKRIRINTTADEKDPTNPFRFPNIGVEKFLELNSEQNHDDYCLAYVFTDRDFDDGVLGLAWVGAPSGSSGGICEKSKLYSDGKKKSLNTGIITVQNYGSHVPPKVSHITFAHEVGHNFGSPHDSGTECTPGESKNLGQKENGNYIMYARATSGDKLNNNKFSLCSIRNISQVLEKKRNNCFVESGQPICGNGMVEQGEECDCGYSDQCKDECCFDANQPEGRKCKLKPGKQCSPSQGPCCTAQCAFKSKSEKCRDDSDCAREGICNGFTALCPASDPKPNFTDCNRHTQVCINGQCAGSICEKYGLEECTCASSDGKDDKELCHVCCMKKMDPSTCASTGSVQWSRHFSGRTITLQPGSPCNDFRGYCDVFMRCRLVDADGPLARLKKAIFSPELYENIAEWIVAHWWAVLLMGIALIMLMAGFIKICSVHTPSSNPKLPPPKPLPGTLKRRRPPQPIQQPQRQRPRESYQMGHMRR
hcDAF12 agonist = activators of H. contortus DAF-12 nuclear receptor; HEK293 hcDAF-12 lit1-tk-luc reporter, luminescence; 0% DMSO, 100% Δ7-dafachronic acid; activation, % at 6.8 µM; hit rate 1.4% among 370,000;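 active means activation above the mean of all tested compounds plus 3 SD, cut at about 5.5% in these data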;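 further: 100% = response to 3 µM Δ7-dafachronic acid high control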
SMARCA2 act = increases SMARCA2 function in MMTV reporter cells; hit rate 1% among 370,000; activation, % at 9.1 µM; MG213 cells, MMTV-luciferase reporter, dexamethasone, overnight; AID 652017; in the data active means activation above about 7.8%;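 further: 0% = vehicle wells and 100% = reference activator wells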
GC-A act = GC-A (human) enzyme activation. P16066. HEK293 GC-A cells, cGMP TR-FRET, EC30 ANP; 0% at EC30 ANP, 100% saturating ANP. activation, % at 10 µM. hit rate 0.14% among 370,000. AID 1671463; in the data active means activation above about 40%
DAX1 inh-2 = NR0B1 (DAX1) inhibition; HEK293 Gal4-DAX1 luciferase reporter, luminescence; AID 504766; inhibition, % at 6.75 µM; P51843; hit rate 0.99% among 340,000;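 active means inhibition above the mean over all tested compounds plus 3 SD, cut at about 4.2% in these data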;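 further: 0% = DAX1-transfected cells with DMSO and 100% = empty-vector control cells with DMSO; inhibition shows as a rise in luminescence from relieved DAX1 repression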
Target sequence (P51843 207-470 limits assumed): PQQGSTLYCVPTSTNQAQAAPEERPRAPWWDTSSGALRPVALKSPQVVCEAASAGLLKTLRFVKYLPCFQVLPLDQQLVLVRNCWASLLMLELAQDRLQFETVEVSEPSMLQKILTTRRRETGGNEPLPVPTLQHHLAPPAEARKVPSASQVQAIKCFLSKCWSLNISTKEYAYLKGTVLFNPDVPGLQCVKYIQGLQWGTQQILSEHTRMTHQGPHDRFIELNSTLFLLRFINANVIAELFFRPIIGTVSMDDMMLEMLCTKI
Starred values were filed as active, the others as inactive; i = inactive; · = not tested or not shown.

SMILES	FXN GAA850 act	sPLA2-III inh	NPR2 activator	hgDAF-12 ag	DAX1 inh-1	ssDAF-12 act	ADAM10 inh	hcDAF12 agonist	SMARCA2 act	GC-A act	DAX1 inh-2
CCc1ccc(NC(=O)CS(=O)CC(=O)NCC2OCCc3ccccc32)cc1 (stereo not given)	-1.0	-3	0	-3.5	-0.3	-0.9	2	1.0	0	0	-1.2
COc1ccccc1CN1CC(C(=O)N(C)CCc2ccccn2)CCC1=O (stereo not given)	-1.9	4	5	0.6	1.2	-0.2	3	0.1	-3	2	1.3
O=C(COc1ccc(-n2ccnc2)cc1)Nc1cccc(F)c1	-1.1	-5	-4	-2.2	-0.6	-2.0	0	-0.4	-2	-1	-1.6
O=[N+]([O-])c1ccc(SCc2ccncc2)nc1	0.0	3	-1	1.3	-0.6	-1.1	-1	-0.4	-3	3	-0.5
Cc1ccc(C(=O)N/N=c2\oc3ccccc3cc2C(N)=O)cc1	1.2	12	-3	-4.1	-0.4	-1.4	-34	-3.1	-2	-2	0.3
COCC(=O)Nc1nc2n(n1)C(c1ccccc1)CC(c1ccc(OC)cc1)N2 (stereo not given)	4.3	-1	-1	-0.3	-0.2	-1.4	i	2.6	-3	4	-0.4
COCCNC(=S)N1CCc2cc(OC)c(OC)cc2C1c1cccs1 (stereo not given)	-2.0	2	-9	3.5	0.8	-0.9	-1	3.4	2	-4	0.3
Cc1cccc2cc(C(c3nnnn3Cc3ccccc3)N3CCN(c4ccccc4)CC3)c(=O)[nH]c12 (stereo not given)	2.3	-7	7	1.3	-0.8	-1.3	-12	-1.2	-2	-2	0.8
COc1ccc(N2CCN(C(=O)c3ccc(CNS(=O)(=O)c4cc(C)ccc4C)cc3)CC2)cc1	-2.0	-28	-5	-1.6	-2.5	-1.7	7	-4.8	-2	2	-0.6
Cc1nn(C)cc1NC(=O)c1nn(C)cc1[N+](=O)[O-]	0.7	5	5	-2.1	-0.3	-1.8	-1	0.5	-1	2	-0.7
O=C(Cc1cccc(NC(=O)C2CCCN(C(=O)C3CCCCC3)C2)c1)Nc1ccc(C(=O)N2CCCCC2)cc1 (stereo not given)	0.4	-6	2	1.5	0.9	-1.2	2	-1.8	-3	-4	1.1
CCc1ccccc1N1CC(C(=O)N2Cc3ccccc3CC2C(N)=O)CC1=O (stereo not given)	-0.9	5	2	-2.6	-0.1	-1.6	-17	-1.0	0	-1	-0.4
CCn1c(=O)c(CCC(=O)N2CCN(c3ccccn3)CC2)c(C)c2c(C)nn(-c3cccc(C)c3)c21	-0.4	9	-5	-0.2	-0.3	-0.7	-6	-1.5	0	-9	0.4
COc1cc(/C=C2/SC(=S)N(CC(=O)NNC(=O)c3ccc(F)cc3)C2=O)cc(OC)c1OC	1.3	3	-1	-0.9	0.4	-0.9	-17	-0.6	-1	4	1.6
COc1ccc(-c2csc3nc[nH]c(=O)c23)cc1OC	0.5	-3	0	-1.6	0.5	-0.9	-7	0.5	-3	3	-0.4
Cc1ccc(-n2nc3c(n2)/C(=N/O)CC/C3=N\O)cc1	4.7	-5	-2	12*	4.4*	0.9	-13	5.0	3	1	-1.1
COc1cccc(C(c2nnnn2Cc2ccc(F)cc2)N2CCC(C(N)=O)CC2)c1OC (stereo not given)	-1.3	0	0	-0.7	0.1	-1.4	-4	-0.5	0	-3	-0.1
CCn1c2ccccc2c2cc(C3N=C(N)Nc4nc5ccccc5n43)ccc21 (stereo not given)	0.2	-3	5	-2.0	1.3	-1.8	-4	-1.3	0	2	-0.6
Cc1cc2c(cc1C)-n1nnnc1C(N(Cc1ccccc1)Cc1ccccc1)C(=O)N2 (stereo not given)	·	-11	-21	6.7	0.4	0.3	-9	2.3	0	-22	·
C=CCn1c(=O)c(C(=O)Nc2cc(C)ccn2)c(O)c2ccccc21	-0.4	6	2	2.0	-0.2	-1.0	3	-0.6	-1	4	-1.6
O=C(c1ccc2[nH]c(=O)c(=O)[nH]c2c1)N1CCN(c2ccccc2)CC1	2.3	-4	20	4.5	0.3	-1.0	-34	2.9	0	21	1.3
Cc1ccc(C)c(NC(=S)NNC(=O)c2csc(C)c2C)c1	3.9	21*	-3	-0.3	-0.2	-1.8	18	-1.7	-3	0	-1.7
CCc1cccc(NC(=O)c2ccc(CNc3c(N4CCCC4)c(=O)c3=O)cc2)c1	-2.2	1	-4	4.0	-0.2	-2.0	-7	-1.3	-4	-4	1.0
COc1ccc2nc3oc(C(=O)NCc4cccs4)cc3cc2c1	0.1	9	8	-0.1	0.2	-1.0	-67	-1.6	-2	3	-0.2
COc1ccc(Cn2c(C)nc3ccc([N+](=O)[O-])cc3c2=O)cc1	1.3	-2	9	-0.6	-0.5	-1.1	3	-3.3	-2	6	0.9

The final 2 entries of the section above come first, to join the parts:
SMILES	FXN GAA850 act	sPLA2-III inh	NPR2 activator	hgDAF-12 ag	DAX1 inh-1	ssDAF-12 act	ADAM10 inh	hcDAF12 agonist	SMARCA2 act	GC-A act	DAX1 inh-2
COc1ccc2nc3oc(C(=O)NCc4cccs4)cc3cc2c1	0.1	9	8	-0.1	0.2	-1.0	-67	-1.6	-2	3	-0.2
COc1ccc(Cn2c(C)nc3ccc([N+](=O)[O-])cc3c2=O)cc1	1.3	-2	9	-0.6	-0.5	-1.1	3	-3.3	-2	6	0.9
Cc1cc(C(=O)O[C@H]2CCC[C@]3(C(=O)N(Cc4ccccc4)c4ccccc43)[C@H]2NC(=O)CCc2ccccc2)no1	·	-2	1	1.9	-1.1	-1.6	4	-1.9	-5	-4	·
Cc1ccc(OCCOc2ccc(Cl)cc2Cl)c([N+](=O)[O-])n1	4.8	-8	5	5.0	0.6	-0.6	6	-2.0	0	48*	0.5
Cn1c(=O)c(=O)n(C)c2cc(S(=O)(=O)N3CCC(Cc4ccccc4)CC3)ccc21	-1.9	12	4	-0.9	-0.4	-1.2	-8	0.0	-4	-2	-0.6
COc1ccc(CCN2C(=O)C(Oc3ccccc3C)C2c2ccc3c(c2)OCO3)cc1 (stereo not given)	-1.4	-1	-14	1.2	-0.3	-1.8	0	-1.6	-2	-22	-2.4
CC(C)C(=O)N1CCN(c2ccccc2NC(=S)NC(=O)c2ccco2)CC1	1.0	5	2	1.4	-2.7	-0.7	3	-1.4	0	0	0.0
c1ccc(NCc2ccncc2)cc1	1.4	-1	9	0.2	0.5	-0.2	-2	-0.6	0	-4	0.0
COc1ccc(F)c(CN2CCN(CCc3ccccc3)C(CCO)C2)c1 (stereo not given)	2.3	2	5	-0.5	-0.3	-0.2	-5	0.1	0	0	0.3
CC1(C)OC(=O)N(CCC(=O)Nc2cccc(F)c2)C1(C)O (stereo not given)	2.3	-4	-3	0.8	0.0	-1.4	-1	0.1	-3	1	-1.0
CCCOc1ccc2cc(-c3ccccn3)c(=O)oc2c1	-8.0	-1	-4	2.8	2.3	-0.8	i	1.2	1	-1	-2.9
Cc1cc(C)c(NC(=O)CN(C)C(=O)c2ccc(OCc3ccccc3)cc2)c(C)c1	3.1	7	4	2.0	1.5	-0.3	-17	1.4	2	0	1.0
CCOc1ccc(C(=O)NC2CCN(C(=O)N3CCCC3)CC2)cc1	-1.1	4	-9	-1.4	0.7	-1.6	-1	-2.1	0	-9	-0.5
COc1ccc(C)cc1NC(=O)c1cccc(C(=O)Nc2cc(C)ccc2OC)c1	0.9	4	-2	-2.2	-0.3	-1.4	-10	0.5	-2	1	2.0
Cc1ccc(NC(=O)NCC2CC2(Cl)Cl)cc1 (stereo not given)	1.3	2	5	13*	1.7	0.2	-2	4.1	4	4	1.9
COc1ccc(SCCc2ccncc2)cc1	0.7	-2	-1	1.1	0.8	-0.7	2	-1.6	2	4	0.2
COc1ccccc1NS(=O)(=O)c1cc(NC(=O)CN2C(=O)NC3(CCCC3)C2=O)ccc1C	-0.9	-14	3	-2.6	-0.3	-0.3	2	-1.6	0	-1	-0.2
Fc1cccc(NC(=S)N2CCN(c3ccccn3)CC2)c1	0.8	3	2	-1.3	-0.4	-0.9	-4	-1.6	1	-1	1.2
O=C(NC(c1ccc(Cl)cc1)c1ccccn1)C1CCN(CCOc2ccc(Cl)cc2Cl)CC1 (stereo not given)	0.1	-21	-11	0.1	0.2	-0.8	0	-2.4	0	-3	·
O=C(O)c1ccc(NS(=O)(=O)c2ccc(Cl)c(C(=O)Nc3ccccc3[N+](=O)[O-])c2)cc1	2.8	13	2	-1.8	-0.1	-0.5	-7	-0.2	-2	1	-1.9
COc1cc(OC)cc(-c2nnc(SCC(=O)N3c4ccccc4Sc4ccccc43)o2)c1	4.1	-3	-16	-1.4	-0.5	-1.1	6	-2.0	-1	-7	0.5
O=C(c1ccncc1)N1CCN(S(=O)(=O)c2cccc(F)c2)CC1	0.1	4	10	3.5	1.8	-0.6	5	-0.1	-2	5	0.0
COc1ccccc1/C=C/C=N/NC(=O)Cc1cccs1	2.0	6	-3	3.7	0.8	-1.5	-29	-0.8	2	6	-0.1
CC1CCCN(c2cc3c(cc2[N+](=O)[O-])C(=O)N(c2ccccc2)C3=O)C1 (stereo not given)	0.7	14	-2	-1.1	0.1	-0.8	3	0.7	-1	0	0.1
CC(C)OC(=O)C(CC(=O)O)N1CCOCC1 (stereo not given)	0.7	7	7	-1.9	-0.5	-1.1	3	-1.6	1	3	-0.4
Cc1ccc(C(=O)NCCn2cc(SCC(=O)Nc3nnc(C)s3)c3ccccc32)cc1	-7.3	-18	-11	-14	-5.1	-2.7	-3	-6.0	-3	-10	-2.3
O=C(N[C@@H](Cc1cccnc1)C(=O)N1CCC[C@H]1C(=O)NC1CCCC1)c1ccc(Cl)c(Cl)c1	·	-2	-4	1.5	-0.1	-0.8	-3	-0.2	-2	-3	·
Next records:
SMILES	FXN GAA850 act	sPLA2-III inh	NPR2 activator	hgDAF-12 ag	DAX1 inh-1	ssDAF-12 act	ADAM10 inh	hcDAF12 agonist	SMARCA2 act	GC-A act	DAX1 inh-2
COc1cccc(C(=O)OCC(=O)Nc2sc3c(c2C(N)=O)CCC3)c1O	0.6	2	-5	0.5	1.4	-0.6	-52	-0.1	-1	-1	0.7
CCOC(=O)N1CCN(S(=O)(=O)c2ccc3[nH]c(=O)oc3c2)CC1	-0.7	5	7	2.3	1.2	-0.9	1	-0.7	-3	3	1.6
COc1ccccc1CN(C)CC(=O)Nc1cccc2ccccc12	2.9	-8	2	-2.9	-0.8	-1.5	5	-2.3	-3	-4	-1.6
COc1ccccc1CNC(=O)CN(C)S(=O)(=O)c1ccc2c(c1)c(=O)n(C)c(=O)n2C	0.6	-5	1	1.8	-0.3	-1.4	-1	0.1	1	-1	0.2
CCn1cc(CN2CCC(n3nccc3NC(=O)CCCc3ccccc3)CC2)c(C)n1	1.6	6	4	-3.5	0.5	-0.3	4	-2.0	0	-1	0.3
CCn1c(=O)c2sccc2n(CC(=O)NC2CCCCC2)c1=O	0.5	6	1	-0.9	0.0	-1.4	-4	-0.6	-1	2	-1.1
